Fam108B counter – Fam108B inhibition, counter-screen for RBBP9 inhibitors | inhibition, % at 9.51 µM | recombinant Fam108B, FP-Rh probe fluorescence polarization | 300,000 tested, 0.33% active | AID 1947;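 active = inhibition above the screen mean inhibition plus 3 SD, computed separately per campaign, cut at about 18% in these data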;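 note: inhibitors lower polarization as less probe binds the enzyme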
PME-1 primary – PME-1 (human) inhibition | AID 2130 | inhibition, % at 5.9 µM | 320,000 tested, 0.53% active | recombinant PME-1, FP-Rh probe fluorescence polarization | Q9Y570;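 active = inhibition above the campaign mean of all compounds plus 3 SD, cut at about 26% in these data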;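 note: competitive labeling of PME-1 active site by serine hydrolase directed probe; 0% = PME-1 with DMSO and 100% = wells lacking PME-1 enzyme; inhibitors block probe labeling so polarization falls and inhibition rises; many of its hits are not listed in these tables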
Target sequence (Q9Y570 whole entry, looked up): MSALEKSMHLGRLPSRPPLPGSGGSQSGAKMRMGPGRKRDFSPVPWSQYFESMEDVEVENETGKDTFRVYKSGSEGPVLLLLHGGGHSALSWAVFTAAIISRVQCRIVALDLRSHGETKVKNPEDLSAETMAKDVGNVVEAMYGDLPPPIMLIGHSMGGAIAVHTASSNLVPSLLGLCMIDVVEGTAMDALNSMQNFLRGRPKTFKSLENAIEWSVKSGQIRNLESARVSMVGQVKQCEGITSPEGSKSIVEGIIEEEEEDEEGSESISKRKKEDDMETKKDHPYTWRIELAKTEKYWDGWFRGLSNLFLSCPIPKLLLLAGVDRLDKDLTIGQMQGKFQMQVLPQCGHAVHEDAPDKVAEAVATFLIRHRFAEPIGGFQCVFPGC
MEX-5 binding – C. elegans MEX-5 TCR-2 RNA binding activity | Q9XUB2 | MEX-5/FITC-TCR2 RNA binding, fluorescence polarization; stronger effect = lower value | activity score (negative = inhibition of binding), % at 10 µM | 300,000 tested, 0.38% active;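 active = inhibition past about -25% in most replicates, and total fluorescence under double the plate's negative control median, limit read from the data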;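 note: 0% = DMSO and -100% = 5 µM competing unlabeled TCR2 RNA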
pPAFAH FP inh – pPAFAH (human) enzyme inhibition; 330,000 tested, 1.5% active; inhibition, % at 3.39 µM; Q13093; recombinant pPAFAH, FP-rhodamine probe fluorescence polarization; AID 463082;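 active = inhibition above the mean inhibition across the screen plus 3 SD, cut at about 25% in these data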;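 note: inhibitors block binding of the rhodamine activity-based probe so polarization drops; 0% = enzyme with DMSO and 100% = wells lacking pPAFAH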
Bcl-xL primary – blocks human Bcl-xL binding to Bim BH3 peptide. inhibition, % at 10.9 µM. GST-Bcl-xL / FITC-Bim BH3 peptide fluorescence polarization. 320,000 tested, 0.7% active;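 active = inhibition above the mean of all tested compounds plus 3 SD, cutoff set per campaign, cut at about 30% in these data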;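 note: 0% = DMSO wells and 100% = unlabeled Bim-BH3 peptide competitor; inhibitors lower millipolarization by displacing the labeled peptide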
Target sequence (Q07817 whole entry, looked up): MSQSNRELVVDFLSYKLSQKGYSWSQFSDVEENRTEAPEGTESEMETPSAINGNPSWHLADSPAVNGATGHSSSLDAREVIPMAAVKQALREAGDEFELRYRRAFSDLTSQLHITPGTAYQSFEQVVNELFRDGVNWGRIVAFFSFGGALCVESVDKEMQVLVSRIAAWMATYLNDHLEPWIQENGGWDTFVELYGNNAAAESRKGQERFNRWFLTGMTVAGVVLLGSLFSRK
AHR activator – human AHR activation | P35869 | AHR-responsive luciferase reporter cells, luminescence | activation, % at 5 µM | 320,000 tested, 2.5% active; in the data active = activation above about 47%;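 note: 0% = vehicle wells and 100% = reference agonist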
MCL1-BIM inh – MCL1-BIM-BH3 interaction inhibition (human) | inhibition, % at 10.9 µM | 320,000 tested, 0.68% active | GST-MCL1 / FITC-Bim-BH3 fluorescence polarization | AID 2057;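 active = inhibition above the mean inhibition of all tested compounds plus 3 SD, set per campaign, cut at about 40% in these data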;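 note: 0% = DMSO wells and 100% = unlabeled Bim-BH3 peptide control; higher means more loss of mP so more displacement of Bim peptide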
PAFAH1B2 inh – blocks human PAF acetylhydrolase 1b catalytic subunit 2. recombinant PAFAH1B2, FP-rhodamine activity probe, fluorescence polarization. inhibition, % at 3.39 µM. 340,000 tested, 1.2% active. AID 492953;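 active = inhibition above the mean of all tested compounds plus 3 SD, cut at about 24% in these data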;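 note: 0% = enzyme with DMSO and 100% = wells lacking PAFAH1B2; many of its hits are not listed in these tables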
Target sequence (P68402 whole entry, looked up): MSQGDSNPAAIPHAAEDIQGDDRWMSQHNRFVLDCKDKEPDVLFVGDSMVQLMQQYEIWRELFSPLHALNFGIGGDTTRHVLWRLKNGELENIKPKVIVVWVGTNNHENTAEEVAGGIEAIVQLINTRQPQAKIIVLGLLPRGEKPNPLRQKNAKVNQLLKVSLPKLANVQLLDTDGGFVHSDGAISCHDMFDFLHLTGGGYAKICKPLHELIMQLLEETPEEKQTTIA
GLD-1 RNA inh – GLD-1-TGE RNA interaction inhibition (C. elegans); Q17339; purified GLD-1 + fluorescein TGE RNA, fluorescence polarization; inhibition, % at 5.96 µM; 320,000 tested, 0.44% active; AID 2280;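 active = percent inhibition above a per-plate cutoff, the plate mean of test compounds plus 3 SD, cut at about 30% in these data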;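 note: 0% = DMSO wells with GLD-1 and probe and 100% = wells lacking GLD-1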
An asterisk follows results filed as active; . = not tested or not shown. Some of the compounds tested. The share of hits here may be higher or lower than overall.

SMILES	Fam108B counter	PME-1 primary	MEX-5 binding	pPAFAH FP inh	Bcl-xL primary	AHR activator	MCL1-BIM inh	PAFAH1B2 inh	GLD-1 RNA inh
COc1ccc(-c2ccc3c(c2)S(=O)(=O)c2cccc(C(=O)N4CCN(c5c(Cl)cncc5Cl)CC4)c2C3=O)cc1OC	.	.	.	21	.	2	.	-2	-10
CCC(C)(C)NC(=O)C(c1cccn1C)N(Cc1ccc(C)cc1)C(=O)Cn1nnc2ccccc21 (stereo unspecified)	1	7	-1.2	4	-4	1	-5	-1	-12
COc1ccc(C2CC(c3c(Cl)cccc3Cl)n3nc(N)nc3N2)cc1 (stereo unspecified)	-3	-1	-1.0	1	5	-1	3	4	-3
Cn1nc(C(=O)OCC(=O)Nc2ccc3ccccc3c2)c2ccccc2c1=O	0	1	-2.9	5	-5	3	-1	-3	-1
COc1ccc(C(=O)N(c2ccc(C)cc2)C2C=CS(=O)(=O)C2)cc1OC (stereo unspecified)	1	-6	0.4	9	3	0	-4	3	7
CC1(c2ccccc2)NC(=O)N(CC(=O)Nc2ccccc2C(=O)N2CCCCC2)C1=O (stereo unspecified)	-1	-2	-0.4	3	6	-2	-2	5	1
COc1ccc(CNC(=O)C2CCN(C(=O)N3CCOc4ccc(C)cc43)CC2)cc1	-6	-5	.	4	3	-2	4	2	8
Cc1ccc(S(=O)(=O)N2CCN(C(=O)c3ccccc3-c3nc4ccccc4s3)CC2)c(C)c1	5	-2	0.7	-7	-3	5	3	-1	1
CCc1ccc(OCCCC(=O)Nc2ccc(S(N)(=O)=O)cc2)cc1	-5	0	-2.3	6	7	0	5	3	-3
COc1ccccc1NC(=O)C1=C(C)NC(=O)NC1c1ccc(C)s1 (stereo unspecified)	-4	-2	-0.8	1	0	6	-7	3	-5
COc1ccc(/C(O)=C2/C(=O)C(=O)N(CC3CCCO3)C2c2cccc(O)c2)cc1 (stereo unspecified)	3	3	-0.5	1	-1	0	-2	4	5
O=C(COC(=O)Cc1ccccc1F)NNC(=O)c1ccc(Cl)cc1	2	-8	-0.3	18	-4	4	-3	4	-2
O=[N+]([O-])c1ccc(N2CCN(c3ccccc3O)CC2)cc1	2	-3	-0.2	1	7	-6	-4	2	-4
Cc1cccc(NC(=O)c2cccc(NC(=O)c3ccco3)c2)c1C	1	5	1.9	3	1	-3	-9	4	-1
CCn1cnc2scc(-c3ccccc3)c2c1=O	3	-4	2.0	5	0	10	4	9	5
Cc1noc(C)c1S(=O)(=O)N(C)Cc1ccccc1	-2	7	2.0	0	5	4	7	2	2
CN(CC(=O)NCCc1ccc(F)cc1)Cc1cccc(Cl)c1	2	2	0.2	1	2	6	3	9	1
CC1=C(C(=O)Nc2ccccc2C(=O)NC2CCCCC2)SCCO1	-4	0	0.8	-3	3	1	0	-1	1
CCNCCC(=O)N1c2ccccc2Sc2ccc(NC(=O)OCC)cc21	4	-4	1.6	-7	-2	13	4	-2	1
CCc1ccc(NC(=S)N2CCC(NC(=O)c3ccccc3OC)CC2)cc1	-7	-3	4.0	10	1	-7	-1	-1	13
CC(OC(=O)/C=C/c1ccccc1Cl)C(=O)NC1CCCCC1C (stereo unspecified)	-4	-11	-15	-9	0	1	0	-3	5
Cc1cccc(NC(=O)CSc2nc(=O)n3ccccc3n2)c1C	-1	1	3.9	0	7	-2	1	3	2
CCc1nc(SCC(=O)O)c(C#N)cc1C	2	2	-0.2	0	-1	1	1	4	9
Cc1ccccc1/C=N/Nc1nc2ccccc2[nH]1	5	-40	-2.5	7	5	65*	6	5	-1
CC(=O)Nc1cccc(C(=O)NC(C)c2ccc(-n3ccnc3)cc2)c1 (stereo unspecified)	-1	-4	1.6	6	5	4	7	1	-3
CC(C)[C@H](NC(=O)NCc1ccc(F)cc1)C(=O)O	2	1	-1.3	1	0	-2	2	11	3
CCCSc1nnc(CSc2nc(C)cc(C)n2)n1C	-2	1	-0.4	3	-7	5	-6	1	-5
CCOC(=O)C(CSCC(=O)c1ccc(Cl)cc1Cl)NC(=O)OC(C)(C)C (stereo unspecified)	0	-3	-1.6	2	1	0	5	0	-1
COc1cc(S(=O)(=O)NCc2cccnc2)c(OC)cc1Br	-3	-8	-1.6	-12	1	2	3	2	-13
CN(C)S(=O)(=O)c1ccc(NC(=O)C2CCCN(C(=O)c3ccc(Cl)cc3)C2)cc1 (stereo unspecified)	-4	2	0.2	1	2	9	-11	4	-5
COc1ccc(NC(=O)CCNC(=O)Cn2ccc3ccccc3c2=O)cc1OC	2	-6	3.7	2	5	-2	1	0	9
O=C(CCCN1C(=O)/C(=C/c2ccccc2Cl)SC1=S)N1CCOCC1	6	4	-1.8	0	5	-8	15	0	-4
C=CCN1C=C2C(=O)C(C)(OC(=O)CCc3ccccc3)C(=O)C=C2C=C1c1ccc(C#N)cc1 (stereo unspecified)	7	-5	-5.8	13	26	7	24	2	19
O=C(c1ccccn1)N1CCCC(N2CCN(c3ccc(F)cc3)CC2)C1 (stereo unspecified)	-1	1	1.0	4	2	0	7	3	-6
Cc1ccc2ncccc2c1NS(=O)(=O)c1ccccc1	0	0	-1.6	1	-6	0	-14	9	-3
O=C(/C=C/c1cccc([N+](=O)[O-])c1)N1CCN(c2ccccn2)CC1	3	4	-0.3	0	-8	31	-13	7	3
Cc1n[nH]c(C)c1S(=O)(=O)N1CCCC(C(=O)Nc2ccc3c(c2)OCCO3)C1 (stereo unspecified)	-1	-3	0.6	0	4	5	4	.	-2
Nc1c(N(CCC2=CCCCC2)C(=O)c2ccco2)c(=O)[nH]c(=O)n1Cc1ccccc1	5	0	3.4	4	0	9	0	4	-4
COc1cc(OC)cc(C(=O)NC(C(=O)Nc2ccc3c(c2)OCCO3)C(C)C)c1 (stereo unspecified)	.	7	.	4	1	6	3	1	5
CC(C)CCNC(=O)C1CCN(S(=O)(=O)c2ccc3c(c2)CC(C)N3C(=O)C2CCC2)CC1 (stereo unspecified)	6	1	-1.9	5	4	-2	10	-5	0
Cc1ccccc1C(=O)Nc1ccc2c(c1)OCO2	0	5	-0.8	-4	-1	8	0	-1	3
COc1ccc(-c2cc(C3CCN(c4ncccc4[N+](=O)[O-])CC3)[nH]n2)cc1	-3	5	0.2	9	-1	-2	-5	6	7
CCC(C(=O)NC1CCCC1)N(C(=O)Cn1nnc(-c2ccc(C)o2)n1)c1cccc(O)c1 (stereo unspecified)	-6	-1	0.3	7	2	3	-2	-3	-3
Cc1ccc(C(=O)N2CCN(S(=O)(=O)N3CCCCCC3)CC2)cc1	-2	3	2.2	2	-2	1	-2	1	-2
COc1ccc(/C=C2/SC(=O)N(CCC(=O)Nc3ccccc3C(=O)O)C2=S)cc1	-3	0	-1.4	-1	4	-2	5	6	0
COc1ccc(C(=O)N/N=C(\C)CC(=O)Nc2ccc3c(c2)OCCO3)c(OC)c1	-4	-3	1.7	4	6	6	8	0	6
COc1ccc(-n2c3c(c(=O)[nH]c2=O)C(C(F)(F)F)(C(F)(F)F)N=C(CC(C)C)N3)cc1	8	6	0.6	1	4	-1	7	1	-4
O=C(c1cnn2c1NC(c1ccc(Br)cc1)CC2C(F)(F)F)N1CCN(C23CC4CC(CC(C4)C2)C3)CC1 (stereo unspecified)	0	1	1.1	3	2	0	3	2	6
CC(=O)c1[nH]c(C)c(C(C)=O)c1C	1	-2	1.1	2	-8	2	-23	-2	7
Cc1c(C(=O)Nc2c3c(nn2C(C)(C)C)CS(=O)(=O)C3)cccc1[N+](=O)[O-]	2	-4	0.5	1	6	1	0	4	3
Cc1ccc(C(=O)Cn2cccn2)cc1	-2	1	-0.4	3	3	-5	5	5	-8
COc1ccc(N2CCN(c3ccc(C(N)=O)cc3[N+](=O)[O-])CC2)cc1	6	6	-0.5	2	5	-2	3	6	4
CC1CCCN(S(=O)(=O)c2ccc(C(=O)Nc3ccccc3-c3nc4ccccc4[nH]3)cc2)C1 (stereo unspecified)	-33	-10	0.4	3	-2	0	0	-8	8
COc1ccc2c(c1OC)C(=O)OC2Nc1nc2ccccc2s1 (stereo unspecified)	1	1	0.3	1	0	2	-1	5	-2
CC1CC(C)(C)n2c(O)c(N=NC(N)=S)c3cccc1c32 (stereo unspecified)	3	0	-1.1	-1	3	6	8	-2	3
Cc1ccc(S(=O)(=O)NCC(=O)OCC(=O)N(Cc2ccccc2)C(C)(C)C)cc1	1	-1	-0.4	10	8	2	8	10	5
CN(c1ccc(C(=O)N2CCN(Cc3ccc4c(c3)OCO4)CC2)cc1)S(C)(=O)=O	-4	-4	2.0	0	-2	0	-1	4	-7
CCOC(=O)c1sc(NC(=O)CSc2nc3cccnc3n2C)nc1C	0	1	0.1	3	2	5	-5	2	7
Cc1ccc(OCCC(=O)OCC(=O)N2CCN(S(=O)(=O)c3ccc(C)cc3)CC2)cc1	0	-2	-1.2	13	-1	-2	-1	9	5
Cc1ccc(-c2nnc(-c3cccc(NC(=O)c4cccs4)c3)o2)cc1	-20	-3	-3.3	-33	9	7	1	6	-1

Compound profiles (already shown):
COc1ccc(C2CC(c3c(Cl)cccc3Cl)n3nc(N)nc3N2)cc1 (stereo unspecified) in the list: Fam108B counter: -3; PME-1 primary: -1; MEX-5 binding: -1.0; pPAFAH FP inh: 1; Bcl-xL primary: 5; AHR activator: -1; MCL1-BIM inh: 3; PAFAH1B2 inh: 4; GLD-1 RNA inh: -3
Cc1cccc(NC(=O)CSc2nc(=O)n3ccccc3n2)c1C in the list: Fam108B counter: -1; PME-1 primary: 1; MEX-5 binding: 3.9; pPAFAH FP inh: 0; Bcl-xL primary: 7; AHR activator: -2; MCL1-BIM inh: 1; PAFAH1B2 inh: 3; GLD-1 RNA inh: 2

Other records.
SMILES	Fam108B counter	PME-1 primary	MEX-5 binding	pPAFAH FP inh	Bcl-xL primary	AHR activator	MCL1-BIM inh	PAFAH1B2 inh	GLD-1 RNA inh
COc1ccc(CCNC(=O)COC(=O)/C=C/c2ccc(OC)cc2OC)cc1	.	.	.	20	.	4	.	5	-2
C/C(Cn1cnc([N+](=O)[O-])n1)=N\NC(=O)c1ccccc1O	0	-2	0.2	3	4	11	18	6	5
CC(=O)Nc1nc(NC(=O)/C=C/c2ccccc2)n(-c2ccccc2)n1	0	1	2.1	14	-1	33	1	-2	-1
COc1ccc2c(OC)cc(=O)n(C)c2c1	5	-2	-1.1	1	6	3	3	4	1
Cc1ccc([N+](=O)[O-])c(NC(=O)COC(=O)C2CC3CCCC(C2)C3=O)c1C (stereo unspecified)	0	2	-2.3	0	-7	-1	-3	2	3
COc1ccc(-n2cnnc2SCC(=O)NC2CCCCC2)cc1	.	.	.	5	.	-1	.	-3	9
Cc1nc2ccc(C(C(F)(F)F)(C(F)(F)F)C(F)(F)F)cc2[nH]1	2	-5	6.9	3	4	2	4	10	5
Cc1ccccc1C(=O)NCCNC(=O)c1ccccn1	-3	1	0.8	8	-2	0	-2	-1	10
CC(=O)c1ccc(OCCCC(=O)NC2CCCCC2C)cc1 (stereo unspecified)	1	1	-0.7	2	-1	0	-3	6	-8
O=C(c1cnn2c(C(F)(F)F)cc(-c3ccco3)nc12)N1CCCCCC1	3	3	1.1	4	6	5	9	-2	1
CS(=O)(=O)c1nc(S(=O)(=O)c2ccc(Cl)cc2)c(NCCCN2CCOCC2)s1	2	3	-1.2	0	1	-1	7	-5	-3
CSc1ccccc1C(=O)NC1CCCC1	-3	-5	-0.8	-2	0	0	-5	-4	-2
CC(=O)Nc1ccc(C(=O)OCC(=O)N(c2ccccc2)C2CCS(=O)(=O)C2)cc1 (stereo unspecified)	.	0	.	5	0	-1	-3	6	-1
CC(C)C(=O)Nc1ccccc1C(=O)OCC(=O)c1ccc2c(c1)OCCO2	-6	3	1.1	1	3	-1	3	-2	3

Bioassay records: PubChem, several laboratories
